# High-throughput results from PubChem BioAssay.
# HTR5A ag ctr = HTR5A agonists in luminescence cell assay, primary screen, counter-screen for OPRM1-OPRD1 heterodimer agonist project, full-deck HTS; cell-based; 5-hydroxytryptamine receptor 5A (Homo sapiens), P47898; activation, % at 9.3 µM; actives 0.61% (n = 340,000); in the data active means activation mostly above about 9.5%, no sharp cut-off; inactive means mostly below about 7.6%;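 further: 0% = cells with vehicle only and 100% = reference agonist; strong numbers were not always called active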
# DSG3 Ab inh = inhibitors of pemphigus antibody binding to DSG3, primary screen, biochemical, bead-based, flow cytometry, scFv-GFP; Desmoglein-3 (Homo sapiens), P32926; DSG3-coupled beads, scFv-anti-DSG3-GFP binding; hits give low values; binding (percent of control), % at 10 µM; actives 0.48% (n = 310,000); AID 588358, 2011;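 active means binding more than 3 SD below its plate's average and above zero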;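 further: hits lower antibody fragment binding to DSG3; some compounds called inactive have numbers as strong as hits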
# V-ATPase pHluor = regulators of yeast V-ATPase proton pumping, primary screen, pHLuorin cytosolic pH fluorescence. S. cerevisiae. response, % at 10 µM. actives 0.37% (n = 350,000); in the data active means response mostly above about 7.3%, no sharp cut-off; inactive means mostly below about 5.4%; further: actives read high; inactives centre near 0; some compounds called inactive have numbers as strong as hits; reference of the scale not given here
# OPRM1-OPRD1 ag = agonists of OPRM1-OPRD1 heterodimerization, primary screen, cell-based, luminescence | actives 0.3% (n = 340,000) | activation, % at 9.3 µM | Mu-type opioid receptor (Homo sapiens) + Delta-type opioid receptor (Homo sapiens), … | AID 504326, 2011 | cells; in the data active means activation above about 18%;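 further: 0% = vehicle-treated cells and 100% = reference agonist; values of inactives mirror those of a sister screen read the other way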
# HTR5A inv ag = HTR5A inverse agonists in luminescence cell assay, primary screen, counter-screen for OPRM1-OPRD1 heterodimer inverse agonist project, full-deck HTS; 5-hydroxytryptamine receptor 5A (Homo sapiens), P47898; HTR5A cell line, inverse agonism; inhibition, % at 9.3 µM; actives 0.083% (n = 340,000); AID 504634, 2011; in the data active means inhibition mostly above about 23%, no sharp cut-off; inactive means mostly below about 18%;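 further: 0% = cells with DMSO and 100% = no-cell wells with DMSO; some compounds called inactive have numbers as strong as hits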
# PKA-R1A act = activators of PKA-R1A holoenzyme, primary screen, biochemical, fluorescence polarization, Cy5-IP20, bovine R1A, mouse PKAc. PKA-R1A dissociation; scaled: DMSO 0%, 113 µM cGMP 100%. AID 504707, 2011. cAMP-dependent protein kinase type I-alpha regulatory subunit (Bos taurus) + …. actives 0.083% (n = 340,000). activation, % at 11.4 µM;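 active means percent activation above the mean of all tested compounds plus 3 SD, cut at about 19% in these data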;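 further: higher means more PKAc released from R1A so a rise in polarization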
# Arr AP2 block = inhibitors of beta-arrestin/AP2 binding, primary screen, biochemical, GPCR trafficking, flow cytometry; beta-arrestin 1 C-terminal peptide binding to AP2 beta2-adaptin appendage (human); FITC-arrestin peptide / GST-AP2 beads; AP2 beta2 appendage carries R879A mutation; inhibition, % at 10 µM; actives 0.31% (n = 340,000); AID 504490, 2011;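 active means inhibition above a set limit, near 3 SD of compounds lacking own fluorescence, cut at about 54% in these data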;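 further: plate controls were DMSO wells for no effect and 5 µM unlabelled arrestin peptide for full effect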
#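 System: GST-AP2 R879A glutathione beads. Medium: PBS with 0.05% Tween 20 and 0.1% BSA. Also added: FITC-arrestin peptide, 50 nM. Incubation: 12 min plus 1 h, RT. Measured by: high-throughput flow cytometry of beads, ex 488, em 535 nm. Evaluation: percent drop in bead-associated FITC signal.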
# OPRM1-OPRD1 inv = inverse agonists of MOR-DOR heterodimerization, primary screen, cell-based, luminescence | cell-based MOR-DOR heterodimer luminescence, inverse agonism | inhibition, % at 9.3 µM | actives 0.21% (n = 340,000) | AID 504357, 2011; in the data active means inhibition above about 22%, passing the limit was not always enough;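 further: 0% = cells with DMSO and 100% = wells without cells with DMSO; values of inactives mirror those of a sister screen read the other way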
# PKA-R2B act = activators of PKA-R2B holoenzyme, primary screen, biochemical, fluorescence polarization, Cy5-IP20, human | PKA-R2B holoenzyme dissociation; R2B truncated from residue 108, S112A mutant; 0% DMSO only, 100% 113 µM cGMP | activation, % at 11.4 µM | actives 0.079% (n = 340,000);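 active means activation above a cutoff set at the mean over all compounds plus 3 SD, cut at about 18% in these data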;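 further: higher means more holoenzyme dissociation and a rise in polarization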
# Target sequence (P31323 whole entry, looked up, other chains not shown, the tested form may be a part): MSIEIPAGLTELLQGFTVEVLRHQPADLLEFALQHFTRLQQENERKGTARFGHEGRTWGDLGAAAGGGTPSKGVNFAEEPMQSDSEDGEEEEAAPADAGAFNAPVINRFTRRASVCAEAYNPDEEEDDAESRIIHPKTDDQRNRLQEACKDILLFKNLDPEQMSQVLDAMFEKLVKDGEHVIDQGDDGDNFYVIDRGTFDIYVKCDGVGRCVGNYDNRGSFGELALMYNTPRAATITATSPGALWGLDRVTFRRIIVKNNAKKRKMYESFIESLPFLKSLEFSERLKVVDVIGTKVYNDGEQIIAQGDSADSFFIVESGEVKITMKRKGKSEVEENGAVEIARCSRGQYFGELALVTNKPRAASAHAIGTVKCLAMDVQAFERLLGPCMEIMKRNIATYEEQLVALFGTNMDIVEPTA
# DAGLB inhibitor = DAGLB lipase inhibitors, primary screen, biochemical, fluorescence, HTS; HEK293T DAGLB membrane lysate, EnzChek fluorogenic substrate; inhibition, % at 5.17 µM; actives 0.059% (n = 340,000); in the data active means inhibition above about 34%;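 further: 0% = enzyme with vehicle and 100% = wells lacking enzyme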
# Target sequence (Q8NCG7 whole entry, looked up): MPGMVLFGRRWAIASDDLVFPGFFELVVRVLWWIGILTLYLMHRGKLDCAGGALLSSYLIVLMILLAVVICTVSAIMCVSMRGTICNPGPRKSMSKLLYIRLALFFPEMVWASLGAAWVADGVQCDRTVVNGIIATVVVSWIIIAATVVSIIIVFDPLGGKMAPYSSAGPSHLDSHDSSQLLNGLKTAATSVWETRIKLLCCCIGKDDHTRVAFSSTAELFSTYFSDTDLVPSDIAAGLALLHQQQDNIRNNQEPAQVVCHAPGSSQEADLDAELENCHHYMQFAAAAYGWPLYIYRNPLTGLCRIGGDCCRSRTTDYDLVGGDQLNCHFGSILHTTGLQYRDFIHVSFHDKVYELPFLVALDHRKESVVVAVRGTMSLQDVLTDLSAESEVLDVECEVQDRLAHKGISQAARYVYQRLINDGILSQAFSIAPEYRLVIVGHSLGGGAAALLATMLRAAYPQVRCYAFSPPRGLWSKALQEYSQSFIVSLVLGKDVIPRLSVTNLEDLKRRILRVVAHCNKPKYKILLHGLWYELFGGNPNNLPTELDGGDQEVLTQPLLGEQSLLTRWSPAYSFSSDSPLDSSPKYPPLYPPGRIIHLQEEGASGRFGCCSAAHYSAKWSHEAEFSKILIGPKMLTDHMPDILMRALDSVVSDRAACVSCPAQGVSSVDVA
# Numbers without * were called inactive; · = no result given.
entry	Compound	HTR5A ag ctr	DSG3 Ab inh	V-ATPase pHluor	OPRM1-OPRD1 ag	HTR5A inv ag
1	COc1c(C)cccc1C(=O)Nc1ccc(N2CCN(S(C)(=O)=O)CC2)cc1	3	93	-3	-0.1	12
2	CC(=O)c1nn(-c2ccc(Cl)cc2)c(=O)[nH]c1=O	-3	96	-4	-2.6	11
3	c1ccc(C2CN3CCSC3=N2)cc1 (configuration not stated)	-1	100	-3	-3.3	-3
4	CN(C)c1nc(=Nc2cccc(Cl)c2)ss1	-2	90	6	-3.0	7
5	O=C(Nc1ccc(Oc2ccc(C(=O)O)c(C(=O)O)c2)cc1)c1cccs1	1	101	-1	-0.5	-4
6	CCOc1ccc(Cl)cc1S(=O)(=O)n1cnc2ccccc21	-2	98	3	-0.5	7
7	CC(NC(=O)CN1C(=O)NC2(CCc3ccccc32)C1=O)c1ccc2c(c1)OCCO2 (configuration not stated)	7	92	-3	-1.6	-17
8	N#Cc1c(-c2ccco2)c2c([nH]c1=S)CCCC2	1	103	1	-0.6	-5
9	O=c1[nH]nc(N=Nc2c(O)[nH]c3ccc(F)cc23)c(=O)[nH]1	-1	95	0	-4.4	-10
10	O=S(=O)(NNc1ncc(C(F)(F)F)cc1Cl)c1ccc(F)cc1F	11	100	-2	2.2	-28
11	NCCCC(=O)N1c2ccccc2Sc2ccccc21	1	102	-1	-0.7	-2
12	COCCCn1nnnc1SCC(=O)N1CCN(C(=O)c2ccco2)CC1	3	107	2	-3.4	18

entry	PKA-R1A act	Arr AP2 block	OPRM1-OPRD1 inv	PKA-R2B act	DAGLB inhibitor
1	-13	-4	0	-5	1
2	4	26	13	6	4
3	8	-2	18	4	0
4	-7	7	15	1	-6
5	-10	-7	3	6	0
6	-8	-1	3	2	1
7	1	1	7	-10	0
8	-8	7	4	4	1
9	-8	45	23	5	2
10	-1	-17	-9	-5	2
11	0	4	4	-19	2
12	-6	-6	17	-7	-2

# (further entries)
entry	Compound	HTR5A ag ctr	DSG3 Ab inh	V-ATPase pHluor	OPRM1-OPRD1 ag	HTR5A inv ag
13	COc1ccccc1N1CCN(S(=O)(=O)c2cc(Br)cnc2N)CC1	1	·	3	0.0	-30
14	COc1ccc(S(=O)(=O)Nc2noc3ccccc23)cc1OC	-2	91	3	-4.3	6
15	Cc1ccc(C(=O)C=Cc2ccc3c(c2)OCO3)c(C)c1	·	107	3	·	·
16	O=C(NCc1ccccn1)c1ccc(Cn2cc(C(F)(F)F)ccc2=O)cc1	1	106	3	-1.3	17
17	Cc1ccc(-c2nn(CC(=O)NCc3ccco3)c(=O)c3ccccc23)cc1	1	99	·	-1.1	1
18	CSc1ccccc1OCc1cc(C(=O)NCCn2ccnc2C)no1	7	111	2	0.1	-16
19	CC(C(=O)OCC(=O)c1ccc([N+](=O)[O-])cc1)N1C(=O)C2C3C=CC(C3)C2C1=O (configuration not stated)	0	100	1	-3.4	-1
20	CCCC(=O)N1CCc2cc(OC)c(OC)cc2C1COc1ccccc1OC (configuration not stated)	2	97	6	-3.0	-6
21	CC1CCCCC1NS(=O)(=O)c1ccc(-n2cnnn2)cc1 (configuration not stated)	-4	65	-3	-1.4	-2
22	O=C(O)CN1C(=O)/C(=C\c2ccccc2OCc2ccc(Cl)cc2Cl)SC1=S	0	136	2	-3.4	-1
23	O=C(O)c1ccc2c(c1)C(=O)N(c1ccc(/C=C/C(=O)c3ccccc3)cc1)C2=O	-8	103	-3	-2.3	21
24	COc1ccc(-n2cnnc2)cc1	-1	102	-2	-1.4	3

entry	PKA-R1A act	Arr AP2 block	OPRM1-OPRD1 inv	PKA-R2B act	DAGLB inhibitor
13	-6	50	0	-5	2
14	2	-1	20	0	1
15	-5	·	·	4	-19
16	-3	-3	7	-4	1
17	2	4	6	-4	0
18	7	0	-1	4	2
19	2	0	18	-5	-1
20	-8	1	17	-4	-1
21	-3	28	8	3	-2
22	2	1	17	-1	11
23	-10	-6	12	3	8
24	5	3	7	2	5

# The listing continues:
entry	Compound	HTR5A ag ctr	DSG3 Ab inh	V-ATPase pHluor	OPRM1-OPRD1 ag	HTR5A inv ag
25	O=C(CN1CCN(S(=O)(=O)c2ccccc2)CC1)NC(=O)NCc1ccccc1	1	109	2	-0.2	5
26	O=[N+]([O-])c1cccc(/C=N/n2c(-c3cccnc3)n[nH]c2=S)c1	-3	102	3	1.1	7
27	Cc1cccc(N2CCN(C(=S)NCCc3ccccc3)CC2)c1C	2	95	10	-2.6	-8
28	CCOC(=O)C1C(c2ccccc2)C(C(=O)OCC)C1c1ccccc1 (configuration not stated)	0	81	-3	-0.7	-2
29	Cc1ccc(Nc2n[nH]c(=S)s2)c(C)c1	·	103	-2	·	·
30	Cc1cc(N2CCOCC2)nc2ccc(Cl)cc12	3	98	1	2.3	-12
31	COc1ccccc1N1CCN(C(=O)c2sc3nc(-c4ccc(F)cc4)cn3c2C)CC1	9	98	3	2.5	-40
32	O=C(CN1C(=O)C2CC=CCC2C1=O)NC1CCCCC1 (configuration not stated)	-2	110	0	-0.8	8
33	CN(Cc1ccccc1)C(=O)COc1cccnc1[N+](=O)[O-]	-1	99	0	-2.1	3
34	O=C(CSc1ccc(-c2nc3ccccc3[nH]2)cn1)Nc1ccc(S(=O)(=O)N2CCCC2)cc1	3	87	2	2.6	9
35	NC1=NC(=O)C(Cc2cccc(Cl)c2Cl)S1 (configuration not stated)	-3	99	-9	-3.9	-8
36	Cc1ccccc1CN1CCC(CNC(=O)Nc2ccc(F)cc2F)CC1	0	112	-2	-1.8	-1

entry	PKA-R1A act	Arr AP2 block	OPRM1-OPRD1 inv	PKA-R2B act	DAGLB inhibitor
25	0	-6	1	-3	-1
26	1	-5	-7	11	1
27	-11	8	14	-5	-2
28	4	7	4	-6	-1
29	-11	·	·	-10	1
30	-9	2	-12	-2	-3
31	4	-5	-15	0	-1
32	0	28	4	-9	1
33	-5	-7	9	6	0
34	-2	2	-18	-4	-1
35	-7	3	20	-4	-5
36	-8	9	8	-9	3

# More compounds
entry	Compound	HTR5A ag ctr	DSG3 Ab inh	V-ATPase pHluor	OPRM1-OPRD1 ag	HTR5A inv ag
37	Cc1cc(NC(=S)N(CCCN2CCN(C)CC2)Cc2ccco2)ccc1Cl	-1	113	-1	1.1	3
38	CC(=O)Nc1ccc(OS(=O)(=O)c2ccccc2C)cc1	5	104	-2	-2.8	4
39	Cc1cccc(/C=N/NC(=O)c2ccccc2OCc2cccc(Br)c2)n1	7	90	1	2.0	-20
40	Cn1cc(Br)c(C(=O)NC2CCCCC2)n1	0	·	-2	-3.0	0
41	O=C(Nc1nc(=O)[nH]s1)c1ccccc1	1	100	4	-0.9	-2
42	CCC1CCCCN1CCCNC(=O)c1ccc2c(c1)c(C)c(C)n2CC (configuration not stated)	1	125	-2	-0.2	3
43	O=C(CCCn1c(=O)oc2ccccc21)N1CCc2ccccc2C1	0	88	3	-2.4	24
44	CCOC(=O)c1sc(=S)n(CC)c1N	3	94	0	-2.5	-10
45	CCNS(=O)(=O)c1ccc(NS(=O)(=O)c2cc(C)ccc2C)cc1	1	108	5	-0.3	-13
46	COc1ccc2[nH]c(-c3ccc(C)cc3)cc(=O)c2c1	5	102	3	-2.0	5
47	Cc1ccc(S(=O)(=O)N2CCN(C(=O)COC(=O)/C=C/c3ccc(Cl)cc3)CC2)c(C)c1	-2	·	-3	-2.0	21
48	Cc1ccc(CN(Cc2cc3cccc(C)c3[nH]c2=O)C(=O)N(C)C)cc1	-2	·	6	-2.4	-5

entry	PKA-R1A act	Arr AP2 block	OPRM1-OPRD1 inv	PKA-R2B act	DAGLB inhibitor
37	-6	-36	-5	-5	1
38	0	-6	15	-10	-6
39	-7	11	-16	-3	2
40	-3	-4	13	5	-3
41	2	0	5	8	-1
42	-1	17	1	9	-1
43	0	-3	13	4	-3
44	-8	6	14	-1	4
45	-5	0	2	-7	-2
46	-5	15	9	-17	-1
47	5	6	8	-8	-5
48	-14	22	15	0	0

# Further records.
entry	Compound	HTR5A ag ctr	DSG3 Ab inh	V-ATPase pHluor	OPRM1-OPRD1 ag	HTR5A inv ag
49	CCC1CCCCN1CCN1C(=O)C2C(C(=O)Nc3ccc(OC)cc3)C3C=CC2(O3)C1C(=O)NC1CCCCC1 (configuration not stated)	2	104	-3	34*	-4
50	O=[N+]([O-])c1ccc(-c2c(-c3ccccc3)ncc3ccc(F)cc23)cc1	0	104	-2	1.5	0
51	COc1cccc(CNC(=O)Cn2cc3c(n2)CCCC3)c1	-6	109	-1	-3.5	17
52	Cc1c(C(=O)Oc2cccc3ccccc23)cnn1-c1ccccc1	-2	100	-2	5.9	-14
53	Cc1ccc(CCN2CC(C(=O)NCCCN3CCCCCC3)CC2=O)cc1 (configuration not stated)	-4	114	-1	-0.4	-15
54	CC(C)CCNC(=O)Cn1c(=O)oc2cc(S(=O)(=O)N3CCc4ccccc43)ccc21	3	106	-1	0.3	-8

entry	PKA-R1A act	Arr AP2 block	OPRM1-OPRD1 inv	PKA-R2B act	DAGLB inhibitor
49	7	3	-180	-6	-3
50	7	11	-8	-7	-1
51	5	3	18	2	-3
52	-12	-4	-33	3	-13
53	-1	-8	2	-6	-3
54	-4	-2	-1	0	-4

# 7 entries out of the list, ordered by heavy-atom count, smallest number first:
entry	Compound	HTR5A ag ctr	DSG3 Ab inh	V-ATPase pHluor	OPRM1-OPRD1 ag	HTR5A inv ag
46	COc1ccc2[nH]c(-c3ccc(C)cc3)cc(=O)c2c1	5	102	3	-2.0	5
51	COc1cccc(CNC(=O)Cn2cc3c(n2)CCCC3)c1	-6	109	-1	-3.5	17
45	CCNS(=O)(=O)c1ccc(NS(=O)(=O)c2cc(C)ccc2C)cc1	1	108	5	-0.3	-13
52	Cc1c(C(=O)Oc2cccc3ccccc23)cnn1-c1ccccc1	-2	100	-2	5.9	-14
50	O=[N+]([O-])c1ccc(-c2c(-c3ccccc3)ncc3ccc(F)cc23)cc1	0	104	-2	1.5	0
53	Cc1ccc(CCN2CC(C(=O)NCCCN3CCCCCC3)CC2=O)cc1 (configuration not stated)	-4	114	-1	-0.4	-15
47	Cc1ccc(S(=O)(=O)N2CCN(C(=O)COC(=O)/C=C/c3ccc(Cl)cc3)CC2)c(C)c1	-2	·	-3	-2.0	21

entry	PKA-R1A act	Arr AP2 block	OPRM1-OPRD1 inv	PKA-R2B act	DAGLB inhibitor
46	-5	15	9	-17	-1
51	5	3	18	2	-3
45	-5	0	2	-7	-2
52	-12	-4	-33	3	-13
50	7	11	-8	-7	-1
53	-1	-8	2	-6	-3
47	5	6	8	-8	-5
